# High-throughput results as filed in PubChem.
# TRHR agonist: activates the human TRH receptor. activation, % at 2 µM. 360,000 compounds, 0.18% hits. TRHR cells, calcium flux fluo-8, FDSS agonist mode. P34981. AID 493084; in the data active means activation above about 30%; further: 0% is about no effect
#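 TRHR-expressing cells, plated overnight in medium with 10% serum, were loaded with fluo-8 calcium dye at room temperature. After a 10 s baseline, library compound was pin-added and calcium release was recorded kinetically (ex 480/em 530) as agonist response.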
# ERG-DNA inh: inhibitors of human ERG Ets domain-DNA interaction; P11308; fluorescence polarization, His-ERG Ets domain / labelled DNA; Potency, µM (series often up to 76.9 µM), inactives show top-dose FP activity, negative = inhibition, actives largely listed as inhibitors; 370,000 compounds, 0.028% hits; AID 624246; active means well fitted inhibition curve with a large enough effect in the polarisation, with a control signal flat; inconclusive means small, poorly fitted or top-dose-only effect, or effect the other way, or a change in a side signal; inactive means no such curve, though single readings can be large or run the other way; the % refers to the polarisation;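 further: polarization taken with two DNA probes labelled with fluorescein and Texas red; potency means the concentration at half of the fitted maximal effect; % of control where 0% means no effect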
#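 His-tagged ERG Ets domain (1 uM in the protein solution; 300mM KCl, 50mM Tris-HCl, 1mM EDTA, 1mM DTT, pH 7.5) received compound, then a probe mix of 5 nM fluorescein-DNA and 100nM Texas-615-DNA. Fluorescence polarization was read for both dyes.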
# APE1 inh: APE1 (human) endonuclease inhibition | Potency, µM (highest dose often 65.8 µM), inactives show at the top dose activity change, negative = inhibition, usual class: inhibitors | recombinant APE1, TAMRA/BHQ-2 abasic DNA cleavage fluorescence | AID 2517 | 350,000 compounds, 0.35% hits | P27695;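 further: potency means the concentration at half of the fitted maximal effect; plate controls were vehicle for no effect and reference inhibitor for full effect; nearly all actives have a fitted effect of over 55% in size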
#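 Quantitative HTS: incision of a TAMRA/BHQ-2 double-stranded substrate bearing a tetrahydrofuran abasic site by 0.75 nM APE1 raises fluorescence. Substrate 50 nM final, added after 15 min compound preincubation at room temperature; progress as third-minus-first kinetic read difference.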
# 12-LOX inh: inhibitors of human 12S-lipoxygenase ALOX12. P18054. purified 12hLO, xylenol orange hydroperoxide absorbance. Potency, µM (highest dose often 108 µM), inactives show top-dose activity change, negative = inhibition, most hits filed as inhibitors. 580,000 compounds, 1.1% hits. AID 1671190; further: potency means the concentration at half of the fitted maximal effect; on the % scale 0 is the no-effect control and ±100 the full control effect
#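 Hydroperoxide product was detected by ferrous iron/xylenol orange as the 573 to 405 nm absorbance ratio. Arachidonic acid at 40 uM (final) was turned over for 30 min at room temperature by 150 nM human 12hLO, pH 7.0 Hepes buffer, after 15 min compound preincubation.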
# POLK inh: inhibitors of human DNA polymerase kappa. purified Pol kappa, fluorescent DNA synthesis assay, 10 min. Potency, µM (series often up to 107 µM), without a hit: at the highest dose activity, negative = inhibition, hits mostly inhibitors. 400,000 compounds, 0.53% hits; further: potency means the concentration at half of the fitted maximal effect; on the % scale 0 is the no-effect control and ±100 the full control effect
#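 Fluorescent qHTS in 1536-well format: enzyme (10 nM) and compound sat 15 min at room temperature before 50 nM substrate (final) was added. Signal taken at 0 and 10 min; no-enzyme buffer wells were negative controls.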
# POLI inh: DNA polymerase iota (human) inhibition. 390,000 compounds, 1% hits. Pol iota fluorescent replication assay, 10 min. Q9UNA4. AID 588590. Potency, µM (titrated, usually from 115 µM), without a hit: at the top dose activity, negative = inhibition, usual class: inhibitors; further: potency means the concentration at half of the fitted maximal effect
# Target sequence (Q9UNA4 whole entry, looked up): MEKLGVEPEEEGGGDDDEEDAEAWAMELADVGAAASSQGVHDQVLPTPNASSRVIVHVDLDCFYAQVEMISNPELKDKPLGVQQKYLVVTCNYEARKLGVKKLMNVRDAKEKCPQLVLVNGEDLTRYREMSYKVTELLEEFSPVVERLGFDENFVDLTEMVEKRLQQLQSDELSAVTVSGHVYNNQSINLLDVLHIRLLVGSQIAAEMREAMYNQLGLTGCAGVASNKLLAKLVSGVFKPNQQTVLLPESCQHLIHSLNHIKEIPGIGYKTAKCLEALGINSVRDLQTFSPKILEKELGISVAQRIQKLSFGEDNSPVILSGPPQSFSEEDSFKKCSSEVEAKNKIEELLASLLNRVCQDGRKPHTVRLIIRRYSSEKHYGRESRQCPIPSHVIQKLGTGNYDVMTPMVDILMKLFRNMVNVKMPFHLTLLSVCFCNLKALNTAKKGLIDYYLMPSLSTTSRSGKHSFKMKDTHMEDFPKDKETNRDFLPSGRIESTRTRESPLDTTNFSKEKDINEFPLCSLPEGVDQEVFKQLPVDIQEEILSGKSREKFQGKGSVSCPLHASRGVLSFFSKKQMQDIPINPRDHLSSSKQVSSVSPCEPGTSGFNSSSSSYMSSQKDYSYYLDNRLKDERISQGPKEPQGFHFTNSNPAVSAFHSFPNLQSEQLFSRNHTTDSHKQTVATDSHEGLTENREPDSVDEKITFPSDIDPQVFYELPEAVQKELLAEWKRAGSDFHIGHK
#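 Fluorescent replication assay read twice, at 0 min and 10 min after adding 50 nM (final) substrate. Enzyme (10 nM) and compounds were first incubated 15 min at room temperature; enzyme-free buffer wells were negative controls.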
# BLM inh: Bloom syndrome helicase (human) inhibition; P54132; 350,000 compounds, 0.2% hits; recombinant BLM DNA unwinding, fluorescence dequenching; Potency, µM (doses to about 56.1 µM), inactives show at the top dose activity change, negative = inhibition, most hits filed as inhibitors;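 further: potency means the concentration at half of the fitted maximal effect; plate controls were vehicle for no effect and no enzyme for full effect; nearly all actives have a fitted effect of over 35% in size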
# Anesthetic bind: candidate novel general anesthetic via apoferritin binding. apoferritin/1-aminoanthracene competitive binding, fluorescence. Potency, µM (highest dose often 77.5 µM), without a hit: top-dose activity change, negative = displacement, most hits filed as inhibitors. 350,000 compounds, 0.074% hits; further: potency means the concentration at half of the fitted maximal effect; on the % scale 0 is the no-effect control and ±100 the full control effect; nearly all actives have a fitted effect of over 20% in size
# Target sequence (P02791 2-175 limits assumed): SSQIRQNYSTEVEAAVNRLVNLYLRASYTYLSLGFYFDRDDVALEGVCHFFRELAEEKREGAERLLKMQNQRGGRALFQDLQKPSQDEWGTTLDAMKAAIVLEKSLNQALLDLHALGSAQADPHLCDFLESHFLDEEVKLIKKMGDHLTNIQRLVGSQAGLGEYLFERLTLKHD
#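 Probe: 1-aminoanthracene (50% saturated, PBS). Protein: horse-spleen apoferritin, 10 uM. Incubation: 10 min, room temperature. Detection: 380 nm excitation, 535 nm emission. Analysis: normalized response, four-parameter Hill.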
# POLB inh: DNA polymerase beta (human) inhibition; P06746; Pol beta primer extension/strand displacement, fluorescence kinetic; Potency, µM (highest dose often 114 µM), without a hit: top-dose activity change, negative = inhibition, actives largely listed as inhibitors; 340,000 compounds, 1.3% hits; further: potency means the concentration at half of the fitted maximal effect; on the % scale 0 is the no-effect control and ±100 the full control effect
#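 Curves were derived by four-parameter Hill fits of normalized qHTS data. The kinetic fluorescent primer-extension read was taken at 0 and 10 min after 50 nM substrate, following a 15 min room-temperature preincubation of 10 nM enzyme with compounds.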
# * hit, by the source's call; ? = inconclusive; . = no result given; & = joins results of further samples; [ ] = dose if it differs, or a comment. Unless noted, the call rests on the fitted dose curve; in most records, active means well fitted curve in the direction sought with a large enough effect; inconclusive means small, poorly fitted or top-dose-only effect, or another doubt; inactive means no such curve, though single readings can be large; an effect the other way counts as inactive or inconclusive. Not all compounds are listed; count on the stated rates, not on these rows.
# The line under a structure holds: TRHR agonist, ERG-DNA inh, APE1 inh, 12-LOX inh, POLK inh, POLI inh, BLM inh, Anesthetic bind, POLB inh
- NS(=O)(=O)c1cnccc1Nc1cccc(F)c1
  ., 3%, ., 0%, -2%, 21%, ., ., .
- CCC1CN(C(=O)N2CCC(C(=O)NCc3ccco3)CC2)c2ccccc2O1 (stereo not drawn)
  0.2&0.0, -5%&-7%, 13%, 11%&-15%, 1%&-9%, 20%&21%, 2%&0%, -6%&-12%, 4%&-27%
- COc1cccc(CNn2c(-c3cccc(C)c3)nc3ccccc3c2=O)c1
  0.7, ., 6%, 18%, -14%, -7%, -9%, -13%, 6%
- CCOCCCN(C(=O)CCC(=O)Nc1cc(C)on1)C(C(=O)NC(C)(C)C)c1ccccc1Cl (stereo not drawn)
  0.4, -22%, -11%[12.4 µM], -5%, 11%, 136%[activator], -7%, 3%, 11%
- CC(C)Cn1cc(C(=O)N2CCN(c3cccc(Cl)c3)CC2)c2c3ccccc3n(C)c2c1=O
  1.7, -5%, ., -20%, -9%, 4%, -12%, 164%[activator], -1%
- CC(C)Cn1c(=O)[nH]c2ccccc21
  0.3, -1%, 1%, -7%, -11%, -1%, 0%, -9%, 5%
- CSc1ccc(CNC(=O)Cn2nc(N3CCN(c4ccccc4)CC3)ccc2=O)cc1
  -0.5, 5%, ., -9%, 3%, -3%, -5%, ?, 18%
- CCCc1cc(C(N)=O)c(NC(=O)C2CCCO2)s1 (stereo not drawn)
  -0.3, 3%, -2%, ?, 0%, ?, -2%, -4%, -10%
- COc1cccc(CNC(=O)CCCn2nc(C)c3sc4ccccc4c3c2=O)c1
  0.6, 2%, ., 0%, -8%, 53%[activator], -2%, -3%, -3%
- CS(=O)(=O)c1ccc(Cl)c(NC(=O)c2ccc3ccccc3c2)c1
  -0.4, -7%, -2%, 19%, -4%, 156%[activator], 1%, 3%, -30%
- O=C(O)c1cccc(N=C2NC(=O)C(CO)(CO)S2)c1
  -0.1, 2%, 23%, 334%[activator], 8%, 103%[activator], -10%, -9%, -1%
- Cc1ccc(C(=O)N/N=C\c2cc3c(cc2Br)OCO3)cn1
  -0.6, -9%, 23%, -27%, -3%, 60%[activator], -6%, 0%, 35%
- O=C(O)CCCCCN1C(=O)C(O)=C(C(=O)/C=C/c2ccccc2)C1c1cccc([N+](=O)[O-])c1 (stereo not drawn)
  0.6, -4%, 1%, ?, -6%, 30%, -1%, -13%, 12%
- CC1(C(=O)NC2CCCC2)CCC(=O)N1Cc1ccccc1Cl (stereo not drawn)
  0.1, -1%, 8%, -7%, -18%, 33%[activator], -2%, 3%, -2%
- C=CCN1CCN(C(=O)c2ccc(-c3ccccc3)cc2)CC1
  -0.5, -9%, 8%, -12%, -8%, -7%, -2%, -6%, -10%
- c1csc(-c2nn3c(C4CCCCC4)nnc3s2)c1
  ., -6%, ., 0%, 2%, 65%[activator], ., ., .
- N#CC1=C(N)OC2=C(C(=O)CCC2)C12CCN(C(=O)OCc1ccccc1)CC2
  0.1, -7%, -2%, ?, -5%, 20%, -3%, -18%, 18%
- CC(=O)N1CCN(C2=Nc3cccc4cccc2c34)CC1
  1.3, ., 15%, 7%, -11%, 50%[activator], 7%, 398%[activator], -10%
- Cc1cc(C)c(C)c(S(=O)(=O)Nc2cccnc2)c1C
  ., 14%, ., 5%, -4%, 4%, ., ., .
- CC(OC(=O)c1ccc(S(=O)(=O)N2CCOCC2)cc1)c1ccccc1 (stereo not drawn)
  0.0, -7%, -15%, 11%, -18%, 5%, ., ., .
- O=C(Nc1ccccc1)c1ccco1
  0.2, -2%, -2%, 0%, -23%, -5%, 2%, -6%, 62%
- O=C(CCCN1C(=O)/C(=C/c2ccco2)SC1=S)Nc1ccccc1
  -0.1, 8%, -11%, ?, -23%, ?, -18%, -17%, 13µM*
- CN(CC(=O)Nc1cccc(F)c1)C(=O)CN1C(=O)NC2(CCCCC2)C1=O
  0.0, -6%, 50%[activator], 17%, -1%, 37%[activator], ., ., .
- COc1ccc([N+](=O)[O-])cc1NC(=O)CC(C)c1ccccc1 (stereo not drawn)
  0.2, -2%, -5%, 8%, -4%, 16%, -5%, -22%, 3%
- CCCSCCCNC(=O)C1CCCN(c2nn3cc(-c4ccc(OC)cc4)nc3s2)C1 (stereo not drawn)
  -0.1, 0%, ., 0%, -7%, 4%, -9%, 74%[activator], 17%
- Cc1ccc(S(=O)(=O)N2CCOCC2)cc1C(=O)Nc1c(C)n(C)n(-c2ccccc2)c1=O
  0.7, 3%, 0%, -52%, -7%, -8%, -1%, -7%, 5%
- Cc1ccccc1-c1cncnc1NCc1cccs1
  ., ., -2%, ?, -2%[60.1 µM], ., -2%, ., .
- O=C(Nc1ccsc1C(=O)O)c1ccc(Cl)cc1
  -0.6, -14%, 8%, ?, -5%, 125%[activator], -1%, 2%, 3%
- COCCn1c(CN2CCN(c3ccc(OC)cc3)CC2)nc2c1c(=O)n(C)c(=O)n2C
  0.9, 0%, -3%, -5%, -9%, 16%, 0%, -15%, -1%
- N#Cc1c(NC(=O)CCC(=O)O)sc2c1CCCC2
  0.4, 3%, 4%, 1%, -18%, 8%, -5%, 3%, 0%
- Cc1c(CC(=O)NCCc2ccccc2F)c(=O)oc2cc(O)c(Cl)cc12
  -0.5, -1%, ., 6%, 10%, 8%, -1%, ., -1%
- CCCC(=O)NC(Nc1cc(C(F)(F)F)ccc1Cl)C(Cl)(Cl)Cl (stereo not drawn)
  -0.6, 3%, -5%, -14%, -2%, -7%, -2%, ?, 17%
- CC1CN(C(=O)Cn2cnc3c2c(=O)n(C)c(=O)n3C)CC(C)O1 (stereo not drawn)
  0.3, 8%, 2%, 0%, 0%, 5%, 0%, -9%, 21%
- COc1ccc(OC)c(Nc2nc(-c3cccs3)cs2)c1
  0.5, ., ?, -18%, -7%[60.1 µM], 6%, -10%, -6%, 4%
- COc1ccc(CNC(=O)CSc2nnnn2Cc2ccccc2)cc1
  -2.4, -4%, -6%, 0%[57.4 µM], -5%, 2%, 2%, -13%, -3%
- CCS(=O)(=O)N1CCc2cc(C(=O)NCc3ccc(C)cc3)ccc21
  0.5, 1%, ., -22%, -2%, 10%, 1%, -7%, -24%
- COC(=O)CCCC1=CC2=C(c3ccccc3)C(=O)C(C)(OC(=O)C3CCCC3)C(=O)C2=CN1Cc1ccc2c(c1)OCO2 (stereo not drawn)
  -0.2, -22%, 0%[12.4 µM], -24%, 4%, 26%, -8%[12.4 µM], -10%, 26%
- O=C(O)CCC(=O)N1CCN(c2nc3ccccc3s2)CC1
  0.0, -10%, 5%, 21%, -1%, -8%, -1%, 0%, 0%
- O=C(Nc1ccccc1)c1ccccc1OCc1cccc([N+](=O)[O-])c1
  1.0, -5%, 1%, 0%, -19%, 19%, -3%, -8%, -13%
- CCOC(=O)c1c(-c2ccccc2)csc1NC(=O)CCN1C(=O)c2ccccc2C1=O
  0.9, -5%, -1%, -7%, -1%, 2%, -7%, -3%, -20%
- COc1cc(/C=C/C(=O)N2CCOCC2)ccc1OCc1ccccc1
  -0.3, -15%, 9%, -10%, -10%, -4%, 2%, -3%, 57%
- O=S(=O)(c1ccc2c(c1)C(O)c1ccccc1CC2)C(F)(F)F (stereo not drawn)
  0.5, ., 0%, 1%, -15%, -4%, ., ., .
- Cc1cc2oc3ccc(NCCCn4ccnc4)cc3c(=O)c2cc1C
  ., 18µM*, ., 1%, -41%, 22µM*, ., ., .
- CC(=O)c1c(C)[nH]c(C(=O)OCC(=O)N2CCN(S(=O)(=O)c3ccc(C)cc3C)CC2)c1C
  0.2, 20%, -1%, 0%, -4%, -12%, -1%, 53%[activator], -3%
- CC(=O)OC(C(=O)NCc1ccc2c(c1)OCO2)c1ccccc1Cl (stereo not drawn)
  -1.0, -1%, 0%, -27%, -8%, 29%, 0%, -23%, 10%
- Cc1ccccc1N1C(=O)c2cccc3c(N(C)CCO)ccc(c23)C1=O
  41*, ., -2%, ?, -19%, ?, 3%, 46%[activator], 10%
- CSc1nsc(SCC(=O)Nc2nncs2)n1
  -0.3, -5%, 2%, ?, 6%, 81%[activator], 0%, -10%, 5%
- Cc1ccc(S(=O)(=O)Nc2ccccc2C(=O)N2CCOCC2)cc1
  1.0, 1%, -6%, 423%[activator], 22%, 13%, 0%, 0%, 1%
- CCOC(=O)c1c(N)sc(=S)c2c1CCC2
  3.9, -12%, 35µM*, ?, -29%, ?, -27%, -18%, 8.9µM*
- CCOc1ccc2[nH]c(=O)c(CN(Cc3nnnn3CCc3ccccc3)CC3CCCO3)cc2c1 (stereo not drawn)
  -0.2, 4%, 2%, ?, -6%, 17%, 2%, -5%, 1%
- Fc1cccc(Cl)c1Cn1nnc(-c2ccc(N3CCOCC3)cc2)n1
  -0.7, -15%, -1%, 3%, -8%, -8%, -5%, 1%, 17%
- COc1ccc(N/C(=N\c2nc(C)cc(C)n2)NC(=O)C(C)C)cc1OC
  -0.6, 8%, 4%, 0%, -5%, -4%, 1%, -10%, 1%
- CC1CCN(S(=O)(=O)c2ccc(Br)s2)CC1
  -0.3, 1%, -3%, -19%, -27%, -4%, -6%, -13%, -12%
- CC(C)(C)OC(=O)C[C@@H]1C/C=C\C[C@H](CC(=O)N(CCO)Cc2ccccc2)C(=O)NC[C@H](c2ccccc2)OC1=O
  ., -3%, -22%, -8%, -4%, 21%, ., ., .
- CCOc1ccc(C(CC(=O)Nc2cc(C)c(Cl)cc2OC)N2Cc3ccccc3C2=O)cc1OC (stereo not drawn)
  -0.9, 9%, ., -30%, -7%, 3%, -11%, 1%, -29%
